INS-1E rescue: rescue of cytokine-induced death in INS-1E beta cells; INS-1E cytokine-induced death, ATP luminescence, 48 h; normalised: neutral wells 0, positive control 100; protection from cytokine-induced ATP loss, % at 10 µM; hit rate 0.1% among 20,000;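 active means mean replicate protection from cytokine-induced ATP loss at least 50% and at least 75% of replicates each reaching 50%; inconclusive means meets only one of the two criteria, mean or replicate share; inactive means fails both the mean and replicate share criteria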
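Assay system: INS-1E rat cells / Quantity: 8000 cells per well / Medium: RPMI without phenol red, 5% FBS / Probe or stimulus: three-cytokine cocktail (IFN-γ, TNF-α, IL-1β) / Dosing: one compound concentration, pin transfer / Timing: 48 h co-treatment, 10 min post-lysis read / Technique: CellTiter-Glo luminescence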
T cruzi intra: inhibitors of intracellular Trypanosoma cruzi. intracellular Trypanosoma cruzi in host cells, plate reader. hit rate 4.9% among 22,000. activity score (inhibition), % at 5.01 µM. AID 651903; in the data active means activity score above about 55%; inconclusive means no clear call, values can overlap the other calls;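 further: parasites and compound incubated about four days before reading; 0% = median of neutral control wells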
An asterisk follows results filed as active; ? = inconclusive; . = not tested or not shown. An excerpt; rates above refer to the full screens.

SMILES | INS-1E rescue | T cruzi intra
C[C@@H]1CN([C@@H](C)CO)C(=O)c2cc(NC(=O)c3ccncc3)ccc2O[C@H]1CN(C)Cc1ccncc1 | 3 | 3
Cc1ccc(S(=O)(=O)N(C)C[C@@H]2Oc3ccc(NC(=O)C4CC4)cc3CC(=O)N([C@@H](C)CO)C[C@@H]2C)cc1 | 14 | -5
Cc1noc(C)c1NC(=O)N(C)C[C@H]1Oc2c(NS(=O)(=O)c3cn(C)cn3)cccc2C(=O)N([C@@H](C)CO)C[C@H]1C | 13 | -9
C[C@@H]1CN([C@@H](C)CO)C(=O)c2cc(NS(C)(=O)=O)ccc2O[C@@H]1CN(C)C(=O)NC1CCCCC1 | 4 | -6
C[C@H]1CN([C@@H](C)CO)C(=O)c2cc(N(C)C)ccc2O[C@@H]1CN(C)S(=O)(=O)c1ccccc1 | 11 | -7
COc1ccc(S(=O)(=O)N(C)C[C@H]2Oc3ccc(NC(=O)NC(C)C)cc3CC(=O)N([C@@H](C)CO)C[C@@H]2C)cc1 | 10 | -26
C[C@H]1CN([C@@H](C)CO)C(=O)c2cc(NC(=O)CCN3CCOCC3)ccc2O[C@@H]1CN(C)S(C)(=O)=O | 5 | 8
C[C@H]1CN([C@@H](C)CO)C(=O)c2cc(NS(=O)(=O)c3ccccc3)ccc2O[C@H]1CN(C)S(=O)(=O)c1cccs1 | -7 | 55
Cc1ccc(S(=O)(=O)N(C)C[C@H]2Oc3c(NC(=O)Nc4ccc(C(F)(F)F)cc4)cccc3C(=O)N([C@@H](C)CO)C[C@H]2C)cc1 | -107 | 79*
C[C@@H]1CN([C@H](C)CO)C(=O)Cc2cc(NC(=O)CCC(F)(F)F)ccc2O[C@@H]1CN(C)S(C)(=O)=O | 2 | -8
Cc1cc(C(=O)Nc2cccc3c2O[C@H](CN(C)S(C)(=O)=O)[C@H](C)CN([C@H](C)CO)C3=O)n(C)n1 | -7 | -16
Cc1noc(C)c1S(=O)(=O)Nc1ccc2c(c1)CC(=O)N([C@@H](C)CO)C[C@H](C)[C@@H](CN(C)S(=O)(=O)c1ccc(Cl)cc1)O2 | 10 | -6
CCCC(O)C#Cc1cnc2c(c1)C(=O)N([C@H](C)CO)C[C@H](C)[C@H](CN(C)S(C)(=O)=O)O2 (some centres undefined) | . | -9
C[C@H](CO)N1C[C@H](C)[C@@H](CN(C)S(=O)(=O)c2cn(C)cn2)Oc2c(NS(C)(=O)=O)cccc2C1=O | 5 | 0
Cc1noc(C)c1S(=O)(=O)Nc1ccc2c(c1)CC(=O)N([C@H](C)CO)C[C@H](C)[C@H](CN(C)C(=O)NC(C)C)O2 | 8 | -20
Cc1ccc(S(=O)(=O)N(C)C[C@H]2Oc3c(NC(=O)Nc4cccc5ccccc45)cccc3C(=O)N([C@@H](C)CO)C[C@@H]2C)cc1 | 19 | 8
Cc1noc(C)c1S(=O)(=O)Nc1ccc2c(c1)C(=O)N([C@@H](C)CO)C[C@@H](C)[C@H](CN(C)CC1CC1)O2 | 0 | -5
C[C@H]1CN([C@@H](C)CO)C(=O)c2cccc(NC(=O)c3nc4ccccc4s3)c2O[C@@H]1CN(C)S(C)(=O)=O | 5 | 5
C[C@H]1CN([C@@H](C)CO)C(=O)Cc2cc(NC(=O)Nc3ccc(F)cc3)ccc2O[C@H]1CN(C)C(=O)Nc1ccc(F)cc1 | 3 | -7
COc1ccc(NC(=O)N(C)C[C@@H]2Oc3ccc(NS(=O)(=O)c4ccc(OC)cc4)cc3CC(=O)N([C@@H](C)CO)C[C@@H]2C)cc1 | -14 | 0
COc1ccc(S(=O)(=O)Nc2ccc3c(c2)C(=O)N([C@H](C)CO)C[C@@H](C)[C@@H](CN(C)S(=O)(=O)c2ccc(F)cc2)O3)cc1 | 6 | 6
Cc1noc(C)c1NC(=O)Nc1ccc2c(c1)C(=O)N([C@H](C)CO)C[C@H](C)[C@@H](CN(C)S(=O)(=O)c1cccs1)O2 | 0 | 11
C[C@H]1CN([C@@H](C)CO)C(=O)c2cccc(NC(=O)NC3CCCCC3)c2O[C@H]1CN(C)C(=O)NC1CCCCC1 | 7 | -24
C[C@@H]1CN([C@H](C)CO)C(=O)Cc2cc(NC(=O)CCCCCC(=O)Nc3ccccc3N)ccc2O[C@@H]1CN(C)S(=O)(=O)c1ccc(F)cc1 | 2 | 13
Cc1noc(C)c1NC(=O)N(C)C[C@@H]1Oc2ccc(NC(=O)NC3CCCCC3)cc2CC(=O)N([C@@H](C)CO)C[C@@H]1C | -5 | -14

The list continues:
SMILES | INS-1E rescue | T cruzi intra
CC(C)NC(=O)N(C)C[C@@H]1Oc2ccc(NC(=O)Cc3ccccc3)cc2C(=O)N([C@H](C)CO)C[C@H]1C | 3 | -15
C[C@@H]1CN([C@@H](C)CO)C(=O)Cc2cc(NC(=O)Cn3cnnn3)ccc2O[C@@H]1CN(C)S(=O)(=O)c1ccc(Cl)cc1 | -3 | -3
C[C@@H]1CN([C@H](C)CO)C(=O)Cc2cc(NC(=O)Nc3ccc4c(c3)OCO4)ccc2O[C@H]1CN(C)C | 2 | -8
C[C@@H]1CN([C@@H](C)CO)C(=O)c2cc(NC(=O)Cc3ccccc3)ccc2O[C@@H]1CN(C)C(=O)Nc1ccc2c(c1)OCO2 | 5 | -1
Cc1noc(C)c1S(=O)(=O)N(C)C[C@H]1Oc2ccc(NS(=O)(=O)c3ccc(F)cc3)cc2CC(=O)N([C@@H](C)CO)C[C@H]1C | 3 | 2
Cc1ccc(S(=O)(=O)N(C)C[C@H]2Oc3ccc(NS(=O)(=O)c4ccc(F)cc4)cc3C(=O)N([C@@H](C)CO)C[C@H]2C)cc1 | -6 | 12
C[C@H](CO)N1C[C@H](C)[C@H](CN(C)Cc2cccc(C(F)(F)F)c2)Oc2ncc(-c3cccc(F)c3)cc2C1=O | . | 65*
C[C@H]1CN([C@@H](C)CO)C(=O)c2cccc(NS(=O)(=O)c3ccc(F)cc3)c2O[C@H]1CN(C)S(C)(=O)=O | 11 | -15
C[C@H]1CN([C@@H](C)CO)C(=O)CCCn2cc(nn2)CO[C@H]1CN(C)S(C)(=O)=O | . | -21
Cc1noc(C)c1S(=O)(=O)N(C)C[C@H]1Oc2c(NC(=O)c3nc4ccccc4s3)cccc2C(=O)N([C@H](C)CO)C[C@H]1C | -19 | 36
COc1ccc(NC(=O)Nc2cccc3c2O[C@@H](CN(C)S(=O)(=O)c2ccccc2)[C@H](C)CN([C@@H](C)CO)C3=O)cc1 | -8 | 15
CNC[C@@H]1Oc2ccc(NC(=O)Nc3ccc(F)cc3)cc2C(=O)N([C@H](C)CO)C[C@H]1C | 4 | -11
C[C@H]1CN([C@@H](C)CO)C(=O)c2cc(N(C)C)ccc2O[C@@H]1CN(C)C(=O)Nc1ccc(C(F)(F)F)cc1 | . | 19
CC(C)NC(=O)N(C)C[C@H]1Oc2ccc(NC(=O)NC3CCCCC3)cc2C(=O)N([C@@H](C)CO)C[C@@H]1C | 4 | -10
C[C@@H]1CN([C@H](C)CO)C(=O)c2cccc(NS(=O)(=O)c3ccc(Cl)cc3)c2O[C@H]1CN(C)CC1CCCCC1 | 6 | 10
Cc1noc(C)c1NC(=O)Nc1ccc2c(c1)CC(=O)N([C@H](C)CO)C[C@@H](C)[C@H](CN(C)Cc1ccc(C(F)(F)F)cc1)O2 | 4 | -21
CC(C)NC(=O)N(C)C[C@H]1Oc2ccc(NS(=O)(=O)c3cn(C)cn3)cc2CC(=O)N([C@@H](C)CO)C[C@H]1C | 6 | -28
Cc1noc(C)c1NC(=O)N(C)C[C@@H]1OCCCC[C@@H](C)Oc2ccc(NS(=O)(=O)c3ccc(F)cc3)cc2C(=O)N([C@H](C)CO)C[C@@H]1C | -3 | -2
C[C@@H]1CN([C@H](C)CO)C(=O)c2cc(NC(=O)Nc3cccc4ccccc34)ccc2O[C@H]1CN(C)S(C)(=O)=O | 13 | -28
COc1ccc(NC(=O)N(C)C[C@H]2Oc3c(NC(=O)C4CCOCC4)cccc3C(=O)N([C@H](C)CO)C[C@H]2C)cc1 | 15 | -26
C[C@@H]1CN([C@H](C)CO)C(=O)c2cc(NC(=O)C3CCCCC3)ccc2O[C@@H]1CN(C)S(=O)(=O)c1cn(C)cn1 | 0 | -16
CNC[C@@H]1Oc2ccc(NS(=O)(=O)c3ccc(OC)cc3)cc2C(=O)N([C@@H](C)CO)C[C@H]1C | 2 | -6
C[C@@H]1CN([C@H](C)CO)C(=O)Cc2cc(NC(=O)c3ccncc3)ccc2O[C@@H]1CN(C)CC1CC1 | -4 | -1
Cc1ccc(S(=O)(=O)Nc2ccc3c(c2)CC(=O)N([C@@H](C)CO)C[C@H](C)[C@H](CN(C)C(=O)NC(C)C)O3)cc1 | 1 | -12
CC(C)NC(=O)Nc1cccc2c1O[C@@H](CN(C)Cc1ccc3c(c1)OCO3)[C@H](C)CN([C@@H](C)CO)C2=O | -3 | -16

Following part.
SMILES | INS-1E rescue | T cruzi intra
Cc1noc(C)c1S(=O)(=O)N(C)C[C@H]1Oc2ccc(N(C)C)cc2CC(=O)N([C@@H](C)CO)C[C@H]1C | 1 | 3
C[C@@H]1CN([C@H](C)CO)C(=O)c2cc(NC(=O)c3ccncc3)ccc2O[C@@H]1CN(C)C(=O)Nc1ccccc1 | 8 | -3
Cc1noc(C)c1S(=O)(=O)N(C)C[C@H]1Oc2c(NC(=O)c3cnccn3)cccc2C(=O)N([C@@H](C)CO)C[C@H]1C | -6 | 2
Cc1noc(C)c1NC(=O)Nc1cccc2c1O[C@@H](CN(C)S(=O)(=O)c1ccc(F)cc1)[C@@H](C)CN([C@@H](C)CO)C2=O | 3 | -22
C[C@@H]1CCCCO[C@H](CN(C)S(=O)(=O)c2cccs2)[C@@H](C)CN([C@H](C)CO)C(=O)c2cc(NS(=O)(=O)c3cn(C)cn3)ccc2O1 | -16 | -17
COc1ccc(S(=O)(=O)Nc2ccc3c(c2)CC(=O)N([C@H](C)CO)C[C@@H](C)[C@H](CN(C)CC2CC2)O3)cc1 | 3 | -12
C[C@H](CO)N1C[C@H](C)[C@H](CN(C)S(=O)(=O)c2ccc(F)cc2)Oc2ncc(-c3cccc(C(F)(F)F)c3)cc2C1=O | . | 89*
C[C@@H]1CN([C@@H](C)CO)C(=O)c2cc(NC(=O)Cc3ccccc3)ccc2O[C@H]1CN(C)Cc1ccc(C(F)(F)F)cc1 | -2 | 47
O=C(O)c1cccc(/C=N/NC(=O)c2ccccn2)c1 | 1 | -12
C[C@H](CO)N1C[C@H](C)[C@H](CN(C)C)Oc2ccc(NC(=O)C3CC3)cc2CC1=O | 5 | -8
Cc1ccc(S(=O)(=O)Nc2ccc3c(c2)C(=O)N([C@@H](C)CO)C[C@H](C)[C@H](CN(C)Cc2ccc(C(=O)O)cc2)O3)cc1 | 8 | -19
C[C@@H]1CN([C@H](C)CO)C(=O)c2cc(NC(=O)c3ccncc3)ccc2O[C@@H]1CN(C)Cc1ccc(Oc2ccccc2)cc1 | -15 | 8
C[C@H](CO)N1C[C@H](C)[C@H](CN(C)Cc2ccccc2C(F)(F)F)OCc2cn(nn2)CCCC1=O | . | -25
C[C@@H]1CCCCO[C@H](CN(C)C(=O)CCC(F)(F)F)[C@@H](C)CN([C@H](C)CO)C(=O)c2cc(NS(=O)(=O)c3ccccc3)ccc2O1 | -7 | 4
C[C@@H]1CCCCO[C@@H](CN(C)C(=O)C2CCCCC2)[C@@H](C)CN([C@H](C)CO)C(=O)c2cc(NC(=O)Nc3ccc(F)cc3)ccc2O1 | -2 | 2
C[C@H](CO)N1C[C@H](C)[C@H](CN(C)Cc2ccc3c(c2)OCO3)Oc2ncc(-c3ccc(F)cc3)cc2C1=O | . | 19
Cc1noc(C)c1S(=O)(=O)Nc1cccc2c1O[C@H](CN(C)Cc1ccc(C(=O)Nc3ccccc3N)cc1)[C@H](C)CN([C@@H](C)CO)C2=O | -6 | ?
C[C@H](CO)N1C[C@H](C)[C@H](CN(C)Cc2ccc(Cl)c(Cl)c2)Oc2ccc(NC(=O)CCC(F)(F)F)cc2C1=O | . | -2

Arranged by length of the SMILES (high to low): some entries from above
SMILES | INS-1E rescue | T cruzi intra
C[C@@H]1CCCCO[C@H](CN(C)S(=O)(=O)c2cccs2)[C@@H](C)CN([C@H](C)CO)C(=O)c2cc(NS(=O)(=O)c3cn(C)cn3)ccc2O1 | -16 | -17
Cc1noc(C)c1S(=O)(=O)Nc1cccc2c1O[C@H](CN(C)Cc1ccc(C(=O)Nc3ccccc3N)cc1)[C@H](C)CN([C@@H](C)CO)C2=O | -6 | ?
Cc1ccc(S(=O)(=O)Nc2ccc3c(c2)C(=O)N([C@@H](C)CO)C[C@H](C)[C@H](CN(C)Cc2ccc(C(=O)O)cc2)O3)cc1 | 8 | -19
C[C@@H]1CN([C@@H](C)CO)C(=O)c2cc(NC(=O)Cc3ccccc3)ccc2O[C@H]1CN(C)Cc1ccc(C(F)(F)F)cc1 | -2 | 47
Cc1noc(C)c1S(=O)(=O)N(C)C[C@H]1Oc2c(NC(=O)c3cnccn3)cccc2C(=O)N([C@@H](C)CO)C[C@H]1C | -6 | 2
COc1ccc(S(=O)(=O)Nc2ccc3c(c2)CC(=O)N([C@H](C)CO)C[C@@H](C)[C@H](CN(C)CC2CC2)O3)cc1 | 3 | -12
O=C(O)c1cccc(/C=N/NC(=O)c2ccccn2)c1 | 1 | -12

Compound activity (PubChem)
